Fam108B counter: blocks mouse Fam108B hydrolase in RBBP9 counter-screen | recombinant Fam108B, FP-Rh probe fluorescence polarization | inhibition, % at 9.51 µM | 300,000 tested, 0.33% active;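 active = inhibition above the screen mean inhibition plus 3 SD, computed separately per campaign, cut at about 18% in these data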;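 note: inhibitors lower polarization as less probe binds the enzyme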
MCL1 BIM primary: MCL1-BIM-BH3 interaction inhibition (human). Q07820. GST-MCL1 / FITC-Bim-BH3 fluorescence polarization. inhibition, % at 10.9 µM. 320,000 tested, 0.68% active;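 active = inhibition above the mean inhibition of all tested compounds plus 3 SD, set per campaign, cut at about 40% in these data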;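 note: 0% = DMSO wells and 100% = unlabeled Bim-BH3 peptide control; higher means more loss of mP so more displacement of Bim peptide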
MEX-5 binding: C. elegans MEX-5 TCR-2 RNA binding activity. activity score (negative = inhibition of binding), % at 10 µM. MEX-5/FITC-TCR2 RNA binding, fluorescence polarization; hits give low values. Q9XUB2. 300,000 tested, 0.38% active;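 active = inhibition past about -25% in most replicates, and total fluorescence under double the plate's negative control median, limit read from the data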;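 note: 0% = DMSO and -100% = 5 µM competing unlabeled TCR2 RNA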
BCLXL inh: Bcl-xL (human) inhibition. GST-Bcl-xL / FITC-Bim BH3 peptide fluorescence polarization. inhibition, % at 10.9 µM. 320,000 tested, 0.7% active. AID 2129;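 active = inhibition above the mean of all tested compounds plus 3 SD, cutoff set per campaign, cut at about 30% in these data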;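 note: 0% = DMSO wells and 100% = unlabeled Bim-BH3 peptide competitor; inhibitors lower millipolarization by displacing the labeled peptide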
AHR act: activates the human aryl hydrocarbon receptor. AHR-responsive luciferase reporter cells, luminescence. activation, % at 5 µM. 320,000 tested, 2.5% active. P35869; in the data active = activation above about 47%;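 note: 0% = vehicle wells and 100% = reference agonist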
Target sequence (P35869 whole entry, looked up): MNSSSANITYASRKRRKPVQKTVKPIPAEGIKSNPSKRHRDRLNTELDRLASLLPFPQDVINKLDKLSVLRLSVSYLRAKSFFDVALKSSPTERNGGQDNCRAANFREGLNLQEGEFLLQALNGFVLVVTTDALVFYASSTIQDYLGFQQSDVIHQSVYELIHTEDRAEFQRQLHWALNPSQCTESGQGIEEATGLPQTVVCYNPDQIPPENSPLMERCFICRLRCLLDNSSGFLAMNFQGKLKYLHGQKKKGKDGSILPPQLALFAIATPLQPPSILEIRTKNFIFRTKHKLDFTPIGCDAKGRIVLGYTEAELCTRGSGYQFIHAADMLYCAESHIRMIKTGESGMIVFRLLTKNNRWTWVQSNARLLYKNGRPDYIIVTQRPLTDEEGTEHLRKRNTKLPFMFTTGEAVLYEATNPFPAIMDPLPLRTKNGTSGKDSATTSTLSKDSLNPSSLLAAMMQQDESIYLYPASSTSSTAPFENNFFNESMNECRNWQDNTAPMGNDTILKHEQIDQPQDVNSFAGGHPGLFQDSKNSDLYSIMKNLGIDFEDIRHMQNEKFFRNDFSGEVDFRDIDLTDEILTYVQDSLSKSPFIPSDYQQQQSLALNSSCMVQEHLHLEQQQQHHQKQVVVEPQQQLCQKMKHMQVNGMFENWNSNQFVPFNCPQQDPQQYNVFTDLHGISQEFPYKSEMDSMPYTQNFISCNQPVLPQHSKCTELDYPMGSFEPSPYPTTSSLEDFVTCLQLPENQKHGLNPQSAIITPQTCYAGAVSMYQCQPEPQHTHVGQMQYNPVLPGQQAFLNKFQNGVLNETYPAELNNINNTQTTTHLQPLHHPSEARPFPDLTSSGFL
PME-1 primary: PME-1 (human) inhibition | AID 2130 | Q9Y570 | inhibition, % at 5.9 µM | 320,000 tested, 0.53% active | recombinant PME-1, FP-Rh probe fluorescence polarization;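 active = inhibition above the campaign mean of all compounds plus 3 SD, cut at about 26% in these data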;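 note: competitive labeling of PME-1 active site by serine hydrolase directed probe; 0% = PME-1 with DMSO and 100% = wells lacking PME-1 enzyme; inhibitors block probe labeling so polarization falls and inhibition rises; many of its hits are not listed in these tables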
GLD-1 RNA inh: GLD-1-TGE RNA interaction inhibition (C. elegans). AID 2280. Q17339. purified GLD-1 + fluorescein TGE RNA, fluorescence polarization. 320,000 tested, 0.44% active. inhibition, % at 5.96 µM;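 active = percent inhibition above a per-plate cutoff, the plate mean of test compounds plus 3 SD, cut at about 30% in these data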;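 note: 0% = DMSO wells with GLD-1 and probe and 100% = wells lacking GLD-1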
PAFAH1B2 inh: PAFAH1B2 (human) inhibition | P68402 | inhibition, % at 3.39 µM | 340,000 tested, 1.2% active | recombinant PAFAH1B2, FP-rhodamine activity probe, fluorescence polarization;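 active = inhibition above the mean of all tested compounds plus 3 SD, cut at about 24% in these data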;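 note: 0% = enzyme with DMSO and 100% = wells lacking PAFAH1B2; many of its hits are not listed in these tables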
Target sequence (P68402 whole entry, looked up): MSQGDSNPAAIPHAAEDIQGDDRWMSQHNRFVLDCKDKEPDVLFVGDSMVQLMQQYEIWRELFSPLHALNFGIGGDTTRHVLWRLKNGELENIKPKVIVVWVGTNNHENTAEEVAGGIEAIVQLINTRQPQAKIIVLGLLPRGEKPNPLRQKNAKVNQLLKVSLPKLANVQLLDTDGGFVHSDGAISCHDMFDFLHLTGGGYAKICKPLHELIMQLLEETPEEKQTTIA
pPAFAH inh: pPAFAH (human) enzyme inhibition | Q13093 | recombinant pPAFAH, FP-rhodamine probe fluorescence polarization | inhibition, % at 3.39 µM | 330,000 tested, 1.5% active | AID 463082;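 active = inhibition above the mean inhibition across the screen plus 3 SD, cut at about 25% in these data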;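 note: inhibitors block binding of the rhodamine activity-based probe so polarization drops; 0% = enzyme with DMSO and 100% = wells lacking pPAFAH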
Starred values were filed as active, the others as inactive; · = not tested or not shown. The list is partial; the hit share may differ from the screen's.

SMILES | Fam108B counter | MCL1 BIM primary | MEX-5 binding | BCLXL inh | AHR act | PME-1 primary | GLD-1 RNA inh | PAFAH1B2 inh | pPAFAH inh
CC1(C)CC(=O)C2=C(C1)NC(SCC(=O)Nc1ccccc1)=C(C#N)C21CCCCC1 | -12 | -3 | 0.0 | 3 | 21 | -1 | 4 | 4 | 6
O=C(/C=C/Nc1ccc([N+](=O)[O-])cc1Br)c1cccc2ccccc12 | 4 | 12 | -7.4 | 0 | 9 | -1 | 18 | -1 | 3
CC(C)C(NC(=O)c1ccccc1F)C(=O)NCC(c1ccco1)N1CCCCC1 (stereo unspecified) | · | · | · | · | 1 | · | 3 | 2 | 2
COC(=O)CC1C(=O)NCCN1C(=O)CSc1nc2ccc([N+](=O)[O-])cc2s1 (stereo unspecified) | 0 | -2 | 0.1 | 4 | 13 | 1 | 5 | 1 | 10
CCN(CC)S(=O)(=O)c1ccc2[nH]cc(C(=O)NCCC3=CCCCC3)c(=O)c2c1 | -12 | 0 | -0.7 | 1 | 1 | -11 | 10 | -9 | -8
O=C(NCc1ccc(Cl)s1)c1cc(COc2c(F)cccc2F)on1 | 0 | -10 | -0.4 | -2 | 0 | -3 | 7 | 0 | 10
Cc1c(Oc2ccc(C(F)(F)F)cc2[N+](=O)[O-])ccc2c3c(c(=O)oc12)CCC3 | 1 | 5 | -1.3 | -1 | 2 | -9 | -2 | 6 | 2
O=C1N=C(N2CCN(c3ccccc3)CC2)SC1Cc1ccccc1 (stereo unspecified) | -4 | 2 | 0.2 | 1 | 0 | 3 | 2 | 7 | 0
COc1ccc(C)cc1S(=O)(=O)N1CCN(c2ccccc2)CC1 | 0 | 6 | 1.1 | 7 | 1 | -2 | 2 | 9 | -4
O=C(NC1CCN(Cc2ccccc2Cl)CC1)c1ccccc1 | -1 | 5 | -0.4 | -1 | 9 | 2 | 6 | 4 | 5
Cc1ccc(SCC(=O)OCC(=O)N(CC(C)C)c2c(N)n(Cc3ccccc3)c(=O)[nH]c2=O)c(C)c1 | -3 | -3 | -1.3 | 2 | 0 | 0 | 12 | 3 | 2
N#CCc1ccc(C(=O)c2ccccc2)s1 | 3 | -8 | 0.7 | -7 | -5 | 0 | -3 | -5 | 11
CC(C)C(=O)Nc1ccc(NC(=O)c2cccs2)cn1 | -1 | 2 | 0.8 | 6 | 36 | -2 | 10 | 0 | 3
N[C@H]1CONC1=O | 1 | 1 | 1.9 | 0 | 3 | -5 | 7 | · | -2
COC(=O)C1=C(C)N(Cc2ccccc2)C(=O)N[C@H]1c1cccc(F)c1 | 3 | 1 | -2.3 | -3 | 5 | 3 | -1 | -1 | 1
Cc1ccc(CC(=O)NCCc2ccc(S(N)(=O)=O)cc2)cc1 | 1 | 11 | 3.4 | 4 | 0 | -1 | 6 | 5 | 5
CCOc1ccc(C(C)C)cc1S(=O)(=O)n1ccnc1C | 1 | -1 | 0.7 | -3 | 0 | -1 | -3 | 3 | -3
CC(C)(C)c1ccc(C(=O)Nc2ccc(C(=O)N3CCOCC3)cc2)cc1 | 5 | 4 | -2.6 | 7 | 0 | 8 | 1 | 7 | 2
COc1ccccc1C(=O)NCC(=O)NNC(=O)c1cccs1 | · | · | · | · | 5 | · | 3 | 3 | -1
COc1cccc(NC(=O)/C=C/c2ccccc2[N+](=O)[O-])c1 | 0 | 6 | 0.5 | 1 | 45 | 2 | 1 | 4 | 7
Cc1ccc2nsnc2c1S(=O)(=O)NC1CC1 | 2 | 0 | -0.9 | 1 | 0 | 1 | 2 | 1 | 0
O=C(Nc1ccccc1N1CCOCC1)c1ccc2c(c1)OCO2 | 2 | 2 | 1.6 | 2 | 9 | 0 | -5 | 0 | 4
COc1ccc2c(c1)CCc1cc(C(=O)O)sc1-2 | 6 | 0 | 0.4 | -2 | 3 | -4 | -2 | 0 | 1
c1ccc(C2CC(c3ccccc3)C(c3ccccc3)N2)cc1 (stereo unspecified) | 0 | -10 | 2.3 | 2 | 1 | -5 | -8 | 3 | 1
Cc1noc(C)c1C(=O)NNc1cc(Cl)ccc1Cl | -3 | 5 | 0.9 | -2 | 0 | -2 | 1 | 1 | 0
O=C1C(=O)N(Cc2ccncc2)C(c2ccccc2F)/C1=C(\O)c1ccc2c(c1)OCCO2 (stereo unspecified) | 0 | -7 | -3.1 | 6 | 4 | -3 | -2 | 2 | -1
CCc1ccc2oc(C(=O)Nc3nonc3CC)c(C)c2c1 | -2 | 1 | 1.7 | 4 | -5 | -4 | -4 | -1 | 0
Cc1cc(=O)[nH]c(N/N=C/c2ccccn2)n1 | 0 | 6 | -4.7 | -1 | 11 | 2 | 1 | 1 | -2
CCOc1ccc(S(=O)(=O)NC(Cc2cnc[nH]2)C(=O)O)cc1 (stereo unspecified) | 1 | -2 | -0.4 | 0 | -3 | -2 | 13 | 2 | 1
O=c1c2cc(Cl)ccc2[nH]c(=S)n1Cc1cccs1 | -11 | -5 | 1.6 | -4 | 20 | -4 | 6 | 0 | 10
COC(=O)n1c(=O)oc2cc(S(=O)(=O)N3CCCCC3)ccc21 | -1 | 4 | 0.0 | 1 | -1 | -2 | 9 | 2 | 1
COC(=O)c1cccc(-n2cnnn2)c1 | -5 | 5 | 4.0 | 4 | 2 | -1 | -3 | -4 | 3
CCCCNc1c(N)n(CC(C)C)c(=O)[nH]c1=O | 3 | 30 | -12 | 28 | 4 | -4 | 23 | 8 | 2
COc1ccc(CS(=O)(=O)CC(C)(O)c2ccc(Cl)cc2)cc1 (stereo unspecified) | 0 | 1 | 0.0 | 1 | 2 | -1 | -1 | 23 | 8
Cc1cc(Cl)c(S(=O)(=O)NCC2CCCO2)cc1OCC(N)=O (stereo unspecified) | 0 | 4 | · | -1 | 3 | -4 | -2 | -2 | 2
COC(=O)Nc1ccc(OCc2ccccc2)cc1 | -2 | 3 | 0.7 | -1 | -1 | 2 | 0 | 5 | 2
CCN1CCN(c2nc(-c3ccccn3)nc3ccccc23)CC1 | 1 | -5 | -0.4 | -6 | 2 | -1 | 1 | -1 | 1
CCC(=O)N1CCN(c2ccc(NC(=O)c3ccco3)cc2)CC1 | 5 | 0 | -3.3 | 8 | 9 | -2 | 4 | 0 | 1
COC(=O)C(C)Sc1n[nH]c(=S)s1 (stereo unspecified) | 2 | -18 | -0.4 | -11 | 0 | 0 | 5 | 3 | -3
Cc1ccc(CNC(=O)CSc2nnc3n2CCCCC3)cc1 | · | -5 | · | -2 | 1 | -2 | 5 | 0 | -3
CS(=O)(=O)N(CC(=O)NN=C1CCCCCC1)c1ccc(Oc2ccccc2)cc1 | -2 | 3 | -0.8 | 0 | 3 | -1 | 1 | 0 | -9
Cc1cc(N2CCCCC2)c(F)cc1[N+](=O)[O-] | -3 | -1 | -2.0 | -7 | -1 | -1 | 7 | 8 | -3
COc1ccc2nc3ccccc3nc2c1NC(=O)c1ccc(Cl)cc1Cl | -1 | -9 | -53* | 4 | 14 | 9 | 13 | 0 | 2
CCCCn1c(N)c(N(CCOC)C(=O)c2ccc3c(c2)C(=O)N(c2cc(C)ccc2C)C3=O)c(=O)[nH]c1=O | 4 | 1 | -0.7 | 4 | 1 | -3 | 15 | 5 | 13
Cc1nc(NC(C)C)c2oc3ccccc3c2n1 | 1 | 0 | 0.7 | 7 | 15 | -3 | 2 | -1 | 3
CC(C)N1CC(C(=O)Nc2ccc(C#N)cc2)CC1=O (stereo unspecified) | -2 | -4 | 0.4 | -4 | 0 | -4 | -3 | 6 | -4
COc1ccc(C(=O)Oc2cccnc2)cc1 | 4 | -4 | -0.1 | 7 | -1 | 4 | 2 | 0 | 0
CC(/C=N/NC(=O)c1cc(-c2ccc(C)s2)[nH]n1)=C\c1ccccc1 | -13 | 9 | 0.2 | 3 | 26 | -11 | -7 | -5 | 0
Cc1ccc(/C=C2\SC(=S)N(CCCC(=O)Nc3cccnc3)C2=O)cc1 | 1 | 14 | -1.8 | 5 | -20 | 7 | -2 | -2 | 0
CCCn1c(SCC(=O)Nc2ccc(OCC)cc2)nnc1C(C)C | -1 | -1 | -0.3 | 2 | 11 | -1 | -12 | 1 | 0

Next section.
SMILES | Fam108B counter | MCL1 BIM primary | MEX-5 binding | BCLXL inh | AHR act | PME-1 primary | GLD-1 RNA inh | PAFAH1B2 inh | pPAFAH inh
CSc1ccccc1NC(=O)COc1ccc(S(=O)(=O)N2CCCC2)cc1 | -2 | 3 | 1.1 | 8 | 0 | 12 | 2 | 1 | -1
CCSc1nnc2c(n1)OC=Nc1ccc(Br)cc1-2 | 3 | 7 | -1.0 | 4 | 11 | -2 | 3 | -1 | 7
COCCn1c(COc2cccc(OC)c2)nnc1SCC(=O)NC1CCCC1 | 0 | 1 | -2.5 | -7 | 0 | -1 | -8 | 2 | -1
CC(=O)c1c(C)[nH]c(C(=O)CN2C(=O)NC(C)(C)C2=O)c1C | 0 | -4 | 1.6 | 4 | 6 | 0 | 1 | 3 | 2
O=C(CNC(=S)N(Cc1ccccc1)Cc1cccnc1)NCCc1ccccc1 | -3 | 2 | -3.9 | 8 | 2 | 0 | 2 | 5 | 1
CC(C)C(=O)c1cn(CC(=O)NCc2ccco2)c2ccccc12 | -2 | -5 | -0.3 | 4 | 8 | -4 | -9 | 4 | -8
Cc1ccc2c(c1)NC(=O)C(CC(=O)Nc1ccc(Br)c(C)c1)O2 (stereo unspecified) | -6 | 5 | -1.0 | 2 | 6 | 2 | -1 | -2 | 5
COc1ccccc1C(=O)NCC(=O)OCC(=O)c1cccc2ccccc12 | 2 | 0 | -1.7 | 0 | 1 | -3 | -3 | 4 | 2
Cc1ccccc1CN1CCN(S(C)(=O)=O)CC1 | -3 | -5 | 1.8 | -3 | 0 | -3 | -3 | 4 | 0
O=C(Nc1ccncc1)c1cc(-c2cccc(Br)c2)nc2ccccc12 | -21 | 5 | 1.5 | 6 | 38 | -49 | 5 | -4 | -5
CCc1ccccc1NC(=O)c1cc(-c2cccc(O)c2)on1 | -4 | 3 | 1.5 | 1 | -2 | -10 | 3 | 0 | -5
Cc1cc(C)c2c(c1)[C@@H]1C=CC[C@@H]1[C@H](c1ccc(S(=O)(=O)N3CCOCC3)cc1)N2 | 2 | 25 | · | 11 | 1 | -5 | -1 | 2 | -3
Cc1ccc(C(=O)N(CC(=O)NC2CCCC2)Cc2cccs2)s1 | 4 | 9 | 0.8 | -3 | 0 | -3 | -1 | 0 | -1
CC(=O)N1c2ccc(S(=O)(=O)N3CCCC3C(=O)NCc3ccccc3Cl)cc2CC1C (stereo unspecified) | -2 | 0 | -1.2 | 6 | -1 | 6 | 5 | -2 | 2
CN(C)C(=O)c1cccn(Cc2cccc(C(F)(F)F)c2)c1=O | 0 | 2 | -0.2 | 1 | 0 | -2 | -7 | 4 | -2
O=C1CCCN1CCCNS(=O)(=O)c1ccc(Br)s1 | 3 | 8 | -1.9 | 9 | -2 | 9 | 2 | 14 | 11
CCOC(=O)c1ccccc1NC(=O)c1n[nH]c(=O)c2ccccc12 | 4 | 14 | 0.6 | 2 | 9 | -7 | 4 | -4 | -6
COc1ccccc1NC(=S)NCc1ccco1 | -1 | 1 | -1.7 | 4 | 5 | 3 | 3 | 0 | 3
O=C(C[n+]1ccc(/C=N/O)cc1)NC1CCCCC1 | 11 | 3 | -1.3 | 2 | -2 | 5 | -3 | 7 | -3
CCOC(=O)C1=C(CC)OC(N)=C(C#N)C1c1cccs1 (stereo unspecified) | 8 | 25 | -5.1 | 17 | 3 | 8 | 15 | 1 | 2
